Source: PubChem BioAssay
GSH fluor: GSH bead compound fluorescence profile. GSH beads flow cytometry, compound fluorescence 488/530 nm; stronger effect = higher value. AID 1776. 190,000 compounds, 0.25% hits. fluorescence (KMESF) at 10 µM; in the data active means fluorescence above about 89;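 further: glutathione beads carrying GST-tagged Bcl family fusion proteins plus one bare bead set; values are compound well signal with DMSO vehicle wells as background; inactives centre near 16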
Bcl-XL Bim block: disrupts Bim peptide binding to human Bcl-XL. Q07817. bead flow cytometry, fluorescence. inhibition, % at 10 µM. 190,000 compounds, 0.04% hits
Target sequence (Q07817 whole entry, looked up): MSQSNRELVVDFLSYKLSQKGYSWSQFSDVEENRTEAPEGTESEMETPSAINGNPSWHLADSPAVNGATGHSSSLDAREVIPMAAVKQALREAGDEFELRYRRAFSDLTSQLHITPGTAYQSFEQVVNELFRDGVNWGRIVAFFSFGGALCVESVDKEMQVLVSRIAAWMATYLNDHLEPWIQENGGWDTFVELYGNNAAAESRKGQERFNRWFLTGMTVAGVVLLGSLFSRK
Bcl-W Bim block: disrupts Bim peptide binding to human Bcl-W. AID 952. bead-based flow cytometry. inhibition, % at 10 µM. 190,000 compounds, 0.02% hits;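 further: 0% = bound tracer without compound and 100% = peptide blocker; higher means less fluorescent Bim peptide bound to Bcl-W beads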
Target sequence (Q92843 whole entry, looked up): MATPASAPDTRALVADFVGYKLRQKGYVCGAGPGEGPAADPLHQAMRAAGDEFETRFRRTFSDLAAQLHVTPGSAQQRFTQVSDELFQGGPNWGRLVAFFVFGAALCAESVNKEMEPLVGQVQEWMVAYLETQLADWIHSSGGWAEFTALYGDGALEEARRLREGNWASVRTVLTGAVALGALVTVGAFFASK
ABCB1 block: blocks JC-1 efflux by human ABCB1 transporter. inhibition, % at 6.6 µM. AID 1326. 190,000 compounds, 0.067% hits. CCRF-Adr cells, flow cytometry; in the data active means inhibition above about 40%;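 further: 0% = vehicle and 100% = reference inhibitor; higher value means more JC-1 retained so stronger ABCB1 efflux block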
Bim-Bcl-B: inhibitors of Bim-Bcl-B interaction, human; Q9HD36; bead-based flow cytometry, Bim peptide-Bcl-B binding; inhibition, % at 10 µM; 190,000 compounds, 0.073% hits;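 further: 0% = tracer peptide without compound and 100% = reference inhibitor peptide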
Target sequence (Q9HD36 whole entry, looked up): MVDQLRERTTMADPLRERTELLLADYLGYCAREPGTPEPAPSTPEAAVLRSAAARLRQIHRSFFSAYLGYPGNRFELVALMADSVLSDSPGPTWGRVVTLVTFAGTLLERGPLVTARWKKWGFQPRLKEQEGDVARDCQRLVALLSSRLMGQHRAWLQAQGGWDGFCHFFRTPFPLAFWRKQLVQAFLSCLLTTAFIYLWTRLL
RGS4-Gao reg: human RGS4-Galphao interaction regulation; P09471; Multiplexed bead flow cytometry, RGS4-Galphao binding; actives lie on both sides; binding response (% of control), % at 10 µM; 220,000 compounds, 0.33% hits; AID 1415; in the data active means binding response below about 49% or above about 150%; inactive means in between;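 further: fluorescent Galphao activated with aluminum fluoride binding bead-coupled RGS4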
Bim-Bcl-2: inhibitors of Bim-Bcl-2 interaction, human; Bead-based flow cytometry, Bim peptide-Bcl-2 binding; 190,000 compounds, 0.06% hits; inhibition, % at 10 µM; AID 950; P10415; in the data active means inhibition above about 40%; inconclusive means no clear call, values can overlap the other calls;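 further: 0% = no compound wells with probe peptide and 100% = reference peptide inhibitor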
Target sequence (P10415 whole entry, looked up): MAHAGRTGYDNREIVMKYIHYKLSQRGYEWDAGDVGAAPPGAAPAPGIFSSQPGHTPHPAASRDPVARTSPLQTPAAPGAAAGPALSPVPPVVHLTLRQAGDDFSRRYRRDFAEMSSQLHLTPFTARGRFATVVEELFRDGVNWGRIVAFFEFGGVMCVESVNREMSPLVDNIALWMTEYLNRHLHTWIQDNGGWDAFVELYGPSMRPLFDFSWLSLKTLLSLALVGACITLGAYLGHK
RGS7-Gao: regulators of human RGS7-Galphao interaction | P09471 | Multiplexed bead flow cytometry, RGS7-Galphao binding; actives lie on both sides | binding response (% of control), % at 10 µM | 220,000 compounds, 0.35% hits | AID 1439; in the data active means binding response below about 49% or above about 150%; inconclusive means no clear call, values can overlap the other calls; inactive means in between;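 further: fluorescent Galphao held in activated GDP-AlF4 state binding bead-coupled RGS7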
Avidin bead fluor: compound fluoresces at 488/530 nm on avidin beads. compound fluorescence 488/530 nm, flow cytometry; stronger effect = higher value. fluorescence (KMESF) at 10 µM. 220,000 compounds, 0.38% hits; in the data active means fluorescence above about 47; further: inactives centre near 10
ABCG2 block: inhibitors of human ABCG2 transporter, ABCB1 counter-screen; inhibition, % at 6.6 µM; Q9UNQ0; 190,000 compounds, 0.1% hits; IgMXP3 cells, JC-1 efflux, flow cytometry;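 active means inhibition above 80%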;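 further: 0% = DMSO and 100% = nicardipine control wells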
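Measure – % inhibition of efflux relative to nicardipine and DMSO · Test system – ABCG2 IgMXP3 and barcoded ABCB1 CCRF-Adr cell mix · Control set – nicardipine as high control, DMSO as low control · Compound – one concentration, 6.6 µM final · Signal – flow cytometry of retained JC-1 fluorescence · Timing – 10 min exposure at 25 °C with rotation, no wash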
Bim-Bfl-1: inhibitors of Bim-Bfl-1 interaction, human | Q16548 | AID 1008 | inhibition, % at 10 µM | Bead-based flow cytometry, Bim-Bfl-1 binding inhibition | 190,000 compounds, 0.12% hits;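 further: 0% = wells without compound plus tracer and 100% = blocker peptide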
* = called active by the depositor; ? = inconclusive. Unless noted, no stated cut-off is given here; in the data, active means inhibition above about 40%. Rows were taken by chance. About 1.3% of those tested had a hit in this group.

SMILES	GSH fluor	Bcl-XL Bim block	Bcl-W Bim block	ABCB1 block	Bim-Bcl-B	RGS4-Gao reg	Bim-Bcl-2	RGS7-Gao	Avidin bead fluor	ABCG2 block	Bim-Bfl-1
O=c1c2c(ncn2C2CCCC2)n(Cc2ccccc2)c(=O)n1CCOc1ccccc1	11	-7	-7	5.4	-9	105	-4	101	20	55	-1
O=c1c2c(n3nnnc3n1-c1ccccc1)-c1ccccc1CC21CCCC1	25	1	-1	0.1	-1	97	0	97	11	-1	-2
O=C(Nc1cccc(Br)c1)/C(=C\c1cccnc1)NC(=O)c1ccco1	14	-2	1	1.2	-4	93	-2	100	24	6	-6
C=CCNC(=S)N/N=C/c1cn(-c2ccccc2)nc1-c1ccc(OC)cc1	19	-8	-4	-0.4	-5	98	-2	101	10	1	-1
CCOC(=O)c1c(NC(=O)CSc2ncn[nH]2)sc(C)c1C	10	-5	-1	0.6	-2	100	-5	102	33	4	0
CC(=O)c1cc2c(cc1NC(=O)CCC1CCCC1)OCO2	16	-7	-4	1.3	-8	102	-7	98	17	13	-13
C/C(=N\Nc1ncc(Cl)cc1Cl)c1ccc2c(c1)OCO2	25	-5	-5	0.1	-5	100	-6	104	12	1	-9
CC1CCc2nn(CC(=O)NC3CCCC(C)C3C)cc2C1 (stereo not given)	15	0	0	0.6	-2	102	0	103	7	1	-10
CCc1cc2cc3c(cc2nc1SCC(=O)Nc1cc(OC)c(OC)cc1C(=O)O)OCO3	12	1	1	0.3	0	100	0	101	23	1	-4
O=C(Nc1cccc2[nH]ncc12)c1ccc(F)cc1	15	2	0	-0.1	0	92	-3	91	10	3	0
Cc1cc(NC(=O)C2CCCN(S(=O)(=O)c3cnc[nH]3)C2)ccc1Br (stereo not given)	16	-3	-1	0.1	-3	105	-1	102	5	3	0
Cc1csc2nc(CNS(=O)(=O)c3ccc(-c4ccccc4)cc3)cn12	14	-6	-6	-0.3	-5	96	-4	96	23	-2	-5
COc1ccc(N2CCN(C(=O)c3cccc(Cn4cc(Cl)cn4)c3)CC2)cc1	31	0	-1	1.1	-13	99	-13	102	12	5	-17
O=C(O)COc1ccccc1/C=N/NC(=O)c1cc(-c2ccc(F)cc2)nc2ccccc12	14	-1	-2	-0.6	0	97	2	?	11	-4	4
CCCCNC(=S)N(C)/N=C/c1sc(N2CCCCC2)nc1-c1cccs1	10	-6	-1	0.4	-4	72	2	97	5	6	-5
COc1ccc(C2N=C(c3ccccc3)C(C)(C)N2O)cc1OC (stereo not given)	9	-1	0	0.8	0	101	-3	102	12	4	0
Cc1ccc(C(=O)OCC(=O)Nc2ccccc2N2CCOCC2)cc1	23	6	0	1.1	3	101	15	105	32	3	5
Cc1ccc(-c2nc3c(c(=O)[nH]c(=O)n3Cc3ccccc3)n2C)o1	10	2	9	-0.4	-4	94	8	93	18	1	40*
CCCCCOc1ccc(CSC2=NCCN2)cc1[N+](=O)[O-]	12	-6	-3	0.5	-7	105	-5	106	17	10	-7
CC(C)C12CN3CC(C(C)C)(CN(C1)C31C(=O)Nc3ccccc31)C2=O (stereo not given)	36	-12	-1	-1.6	-8	98	-7	97	6	-3	-9
Nc1cccn2c(-c3ccc(Cl)c(Cl)c3)cnc12	18	-3	-1	-0.1	-2	97	-3	96	8	1	1
CC1CN(C(=O)CSc2ncnc3sccc23)CC(C)O1 (stereo not given)	29	-9	0	-0.7	-10	102	-10	103	19	22	-19
COCc1[nH]nc2c1C(c1cccc(OC)c1)C(C#N)=C(N)O2 (stereo not given)	11	-3	0	0.2	-2	102	-5	99	26	0	-4
COc1ccc(C2c3cc(OC)c(OC)cc3CCN2C2CC(=O)N(c3ccccc3)C2=O)cc1OC (stereo not given)	22	-1	0	3.1	-1	103	-3	104	28	-2	-6
CCOc1ccc(CCNc2ccc3nnc(-c4ccccc4)n3n2)cc1OCC	7	17	15	1.6	16	99	5	100	6	17	9

Entries of single compounds from above. Order of screens: GSH fluor	Bcl-XL Bim block	Bcl-W Bim block	ABCB1 block	Bim-Bcl-B	RGS4-Gao reg	Bim-Bcl-2	RGS7-Gao	Avidin bead fluor	ABCG2 block	Bim-Bfl-1
Profile of CCOc1ccc(CCNc2ccc3nnc(-c4ccccc4)n3n2)cc1OCC : 7	17	15	1.6	16	99	5	100	6	17	9
Profile of CCc1cc2cc3c(cc2nc1SCC(=O)Nc1cc(OC)c(OC)cc1C(=O)O)OCO3 : 12	1	1	0.3	0	100	0	101	23	1	-4
Profile of COCc1[nH]nc2c1C(c1cccc(OC)c1)C(C#N)=C(N)O2 (stereo not given) : 11	-3	0	0.2	-2	102	-5	99	26	0	-4
Profile of CCCCNC(=S)N(C)/N=C/c1sc(N2CCCCC2)nc1-c1cccs1 : 10	-6	-1	0.4	-4	72	2	97	5	6	-5

Continued:
SMILES	GSH fluor	Bcl-XL Bim block	Bcl-W Bim block	ABCB1 block	Bim-Bcl-B	RGS4-Gao reg	Bim-Bcl-2	RGS7-Gao	Avidin bead fluor	ABCG2 block	Bim-Bfl-1
CCC(=O)N1CN(S(=O)(=O)c2ccc(C)cc2)CC1C (stereo not given)	10	-2	0	0.5	2	103	1	102	9	0	0
CCn1cc(C(=O)N2CCn3c(nc4ccccc43)C2)c(=O)c2ccc(C)nc21	18	-2	2	-0.9	-5	101	-3	100	7	-1	-8
COCCn1c(SCC(=O)N2CC(=O)Nc3ccccc32)nc2ccccc21	6	-2	0	0.1	-4	100	0	102	13	2	1
CCOC(=O)CSc1cc(C(F)(F)F)nc(-c2ccccn2)n1	14	0	2	1.6	-7	97	0	97	27	19	-7
O=C(NCc1cccnc1)c1ccc(Cl)c(S(=O)(=O)N2CCCCCC2)c1	16	-3	-5	0.8	-1	96	-2	98	10	3	-6
CC12CCC(C(=O)N(CSC(=S)N/N=C\c3ccccc3)C1=O)C2(C)C (stereo not given)	16	-7	-4	0.0	-5	105	-1	103	5	-2	-5
CCCCn1nc(C(=O)Nc2nc3c(s2)CCCC3)c2ccccc2c1=O	17	-14	-13	2.0	-9	101	-4	102	4	2	-2
Cn1c(N)c(C(=O)COC(=O)CCCOc2ccc(Cl)cc2Cl)c(=O)n(C)c1=O	13	0	-1	0.4	0	108	-4	?	10	5	-3
Cc1ccnc(SCC(=O)Nc2sc3c(c2C#N)CCCC3)n1	21	0	0	1.4	0	102	0	101	38	4	0
Cc1ccc(-c2nc3s/c(=C\c4ccco4)c(=O)n3n2)cc1	9	-5	2	0.5	-6	102	-6	99	6	1	-6
CCOc1ccc(C(C)(C)C)cc1S(=O)(=O)n1nc(C)cc1C	17	-3	-2	0.8	-4	101	0	104	7	3	0
O=C(NCc1cccs1)c1ccccc1F	26	-9	-10	0.7	-9	101	-6	101	32	9	-10
CCOC(=O)CNc1ccc(C(=O)OCC)cc1[N+](=O)[O-]	8	19	11	0.9	10	101	17	104	9	28	19
CCN(CCCNC(=O)CCCN1C(=O)COc2ccc(C)cc21)c1cccc(C)c1	5	0	0	1.4	0	93	-1	93	16	8	0
O=C(Nc1cc(Oc2ccccc2)cc([N+](=O)[O-])c1)C12CC3CC(C1)CC(n1cnc(Cl)n1)(C3)C2	11	-1	-1	1.6	-1	99	1	100	10	7	0
NS(=O)(=O)c1ccc(N=Cc2ccc(Br)s2)cc1	9	-9	-5	0.2	-7	112	-2	111	13	9	-6
CCOc1ccc(-n2nnnc2SCC(=O)NNC(=O)c2ccco2)cc1	20	0	1	5.2	-1	103	-1	105	7	10	-4
CC1CCN(C(=O)CCCC(=O)O)CC1	19	-5	-3	0.9	-5	95	-3	98	3	4	-1
O=C(Cn1nnc(-c2ccccc2Cl)n1)N/N=C/c1ccc2c(c1)OCO2	23	0	0	-0.1	-2	102	0	100	23	1	-8
Cc1ccc(Cn2c(C(=O)NCCCN3CCOCC3)cc3sccc32)cc1	13	-5	-2	1.3	-3	100	-1	104	39	3	0
Cc1cc2cc(CN(Cc3ccco3)C(=O)C3CCCCC3)c(=O)[nH]c2cc1C	31	-9	-5	1.8	-8	102	-7	101	13	11	-17
O=C1CCCCCN1Cc1nnc(SCc2nc3ccccc3s2)n1-c1ccccn1	257*	5	1	0.2	-9	103	-6	106	8	1	-13
Cc1ccc(N(CC(N)=O)C2SC(=O)N(Cc3ccccc3)C2=O)cc1 (stereo not given)	10	-1	-2	1.2	1	119	2	106	20	3	-3
CCOc1ccc(CCNC(=O)C2CCN(S(=O)(=O)CC)CC2)cc1OCC	6	0	-1	-0.1	-3	100	0	97	20	0	0
O=c1cnnc(NCc2ccccc2)[nH]1	39	-3	-3	-0.6	-7	100	-7	103	12	-2	-9
Cc1cccc(NC2=CC(=O)OC(C)C2)c1 (stereo not given)	7	-3	3	2.6	0	97	-3	104	7	5	-7
O=C1OC(/C(=C\Nc2cc(Cl)ccc2O)[N+](=O)[O-])c2ccccc21 (stereo not given)	8	0	0	-0.7	1	103	0	?	17	-1	6
Cc1c(Cl)cccc1NC(=S)Nc1ccccn1	20	-7	-4	0.7	-8	101	-6	102	8	4	-6
Cc1ccc(C)c(S(=O)(=O)N/N=C/c2cccnc2)c1	5	-5	-3	-0.2	-8	109	-2	106	14	-3	0

Four entries drawn at random from those above:
SMILES	GSH fluor	Bcl-XL Bim block	Bcl-W Bim block	ABCB1 block	Bim-Bcl-B	RGS4-Gao reg	Bim-Bcl-2	RGS7-Gao	Avidin bead fluor	ABCG2 block	Bim-Bfl-1
Cn1c(N)c(C(=O)COC(=O)CCCOc2ccc(Cl)cc2Cl)c(=O)n(C)c1=O	13	0	-1	0.4	0	108	-4	?	10	5	-3
NS(=O)(=O)c1ccc(N=Cc2ccc(Br)s2)cc1	9	-9	-5	0.2	-7	112	-2	111	13	9	-6
CCOC(=O)CSc1cc(C(F)(F)F)nc(-c2ccccn2)n1	14	0	2	1.6	-7	97	0	97	27	19	-7
O=C1OC(/C(=C\Nc2cc(Cl)ccc2O)[N+](=O)[O-])c2ccccc21 (stereo not given)	8	0	0	-0.7	1	103	0	?	17	-1	6
